Screening data deposited in PubChem BioAssay by several laboratories.
VHR inh abs = inhibitors of human VHR1 phosphatase (DUSP3); P51452; inhibition, % at 13.3 µM; recombinant VHR phosphatase, pNPP absorbance; AID 1654; actives 0.52% (n = 290,000); in the data active means inhibition above about 50%; further: some compounds called inactive have numbers as strong as hits
Target sequence (P51452 whole entry, looked up): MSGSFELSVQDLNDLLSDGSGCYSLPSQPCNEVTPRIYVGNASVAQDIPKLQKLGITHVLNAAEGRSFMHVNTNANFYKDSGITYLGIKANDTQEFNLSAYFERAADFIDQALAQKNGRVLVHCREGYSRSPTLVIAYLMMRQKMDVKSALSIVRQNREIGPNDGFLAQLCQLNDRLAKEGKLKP
PfHsp40 rescue = compounds rescuing yeast from Plasmodium falciparum HSP40 toxicity. S. cerevisiae expressing PfHsp40, growth rescue, ATP luminescence. growth rescue, % at 12.5 µM. actives 0.68% (n = 340,000); in the data active means growth rescue above about 28%, passing the limit was not always enough; inconclusive means no clear call, values can overlap the other calls;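 further: yeast W303a lacking pdr1 and pdr3 grown in galactose medium; growth measured after three days at 30 °C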
PriA SSB inh = blocks PriA binding to SSB C-terminal tail | AlphaScreen SSBct-PriA binding, biotinylated peptide | inhibition, % at 33 µM | actives 0.6% (n = 430,000); in the data active means inhibition mostly above about 37%, no sharp cut-off; inactive means mostly below about 20%;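 further: plate controls were negative control peptide for no effect and reference peptide for full effect; strong numbers were not always called active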
Vc quorum ag = induces V. cholerae light production without autoinducers | activation, % at 18.7 µM | actives 0.16% (n = 350,000) | AID 588436 | V. cholerae BH1578 lux reporter, luminescence, 6 h; in the data active means activation mostly above about 9.7%, no sharp cut-off; inconclusive means no clear call, values can overlap the other calls; inactive means mostly below about 3.7%; further: not every result past the cut was called active; inactives centre near 0; reference of the scale not given here
BoNT A protease = inhibitors of Botulinum neurotoxin A light chain protease; inhibition, % at 10 µM; actives 0.17% (n = 360,000); multiplex microsphere protease substrate cleavage, flow cytometry; further: plate controls were buffer without enzyme for full effect and enzyme alone for no effect
TcdB GH inh = blocks C. difficile toxin B glycohydrolase activity | actives 0.24% (n = 350,000) | P18177 | TcdB glycohydrolase enzymatic assay, plate reader | inhibition, % at 9.99 µM; in the data active means inhibition above about 10%
Anthrax LF inh2 = anthrax lethal factor protease inhibition. multiplex microsphere protease cleavage assay, LF. AID 588501. actives 0.12% (n = 360,000). P15917. inhibition, % at 10 µM; further: plate controls were buffer without enzyme for full effect and enzyme alone for no effect
Target sequence (P15917 whole entry, looked up): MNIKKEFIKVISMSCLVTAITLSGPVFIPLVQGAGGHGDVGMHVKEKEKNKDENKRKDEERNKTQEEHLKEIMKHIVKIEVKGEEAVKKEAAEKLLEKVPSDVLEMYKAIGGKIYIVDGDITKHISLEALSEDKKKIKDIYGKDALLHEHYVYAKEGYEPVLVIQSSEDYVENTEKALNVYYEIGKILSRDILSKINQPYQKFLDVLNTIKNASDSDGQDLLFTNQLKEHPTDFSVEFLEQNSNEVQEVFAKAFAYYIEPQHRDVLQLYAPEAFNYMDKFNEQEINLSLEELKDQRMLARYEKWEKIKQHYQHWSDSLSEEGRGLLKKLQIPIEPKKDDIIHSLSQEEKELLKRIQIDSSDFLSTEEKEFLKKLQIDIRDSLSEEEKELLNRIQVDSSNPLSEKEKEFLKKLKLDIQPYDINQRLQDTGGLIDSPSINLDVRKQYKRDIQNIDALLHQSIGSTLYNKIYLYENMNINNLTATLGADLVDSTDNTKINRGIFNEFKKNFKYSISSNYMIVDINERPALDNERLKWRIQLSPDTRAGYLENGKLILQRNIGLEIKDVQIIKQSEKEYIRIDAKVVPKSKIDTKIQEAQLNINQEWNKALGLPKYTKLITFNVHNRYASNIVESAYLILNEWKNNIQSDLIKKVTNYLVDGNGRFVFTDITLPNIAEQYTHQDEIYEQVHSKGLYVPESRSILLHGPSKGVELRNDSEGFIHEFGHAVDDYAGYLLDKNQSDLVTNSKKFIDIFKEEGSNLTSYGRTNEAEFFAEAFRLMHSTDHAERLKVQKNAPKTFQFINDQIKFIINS
Y pestis TopoI = inhibitors of Yersinia pestis topoisomerase I | actives 0.064% (n = 360,000) | Y. pestis Topo-I cleavage product accumulation, plate reader | AID 504884 | activity, % at 10 µM; in the data active means activity above about 50%, passing the limit was not always enough; inconclusive means no clear call, values can overlap the other calls; further: inactives centre near 2
3CLpro inhibitor = SARS-CoV 3CLpro protease inhibition; AID 1706; P0C6X7; inhibition, % at 6 µM; recombinant SARS-CoV 3CLpro, quenched FRET peptide cleavage; actives 0.14% (n = 290,000); in the data active means inhibition above about 12%
CCHFV vOTU inh = blocks the CCHF virus ovarian tumor domain protease | AID 651958 | CCHFV vOTU protease, Pep-AMC fluorescence | inhibition, % at 11.5 µM | actives 0.55% (n = 370,000); in the data active means inhibition above about 30%; further: 0% = vehicle wells with enzyme and 100% = no enzyme wells
* hit, by the source's call; i = inactive; ? = inconclusive; / = not tested or not shown; & = joins results of further samples. Unless noted, no stated cut-off is given here; in the data, active means inhibition above about 30%; inconclusive means no clear call, values can overlap the other calls; inactive means below that.

mol | VHR inh abs | PfHsp40 rescue | PriA SSB inh | Vc quorum ag | BoNT A protease | TcdB GH inh | Anthrax LF inh2 | Y pestis TopoI | 3CLpro inhibitor | CCHFV vOTU inh
COCCOC(=O)c1c(NC(=O)COC(=O)Cc2cccc(OC)c2)sc(C(N)=O)c1C | 4.7 | 1.0 | -6.1 | 0.2 | -0.5 | 2.1 | -2.4 | 23.4 | 5.0 | -8.5
Cc1cccc(NC(=O)C2CCN(S(=O)(=O)c3c(C)nn(C)c3C)CC2)n1 | 19.3 | -1.6 | -12.4 | -0.3 | 0.2 | 2.0 | -10.7 | 3.8 | 3.4 | -6.1
CSc1cccc(NC(=O)CCCOc2ccc(Cl)cc2C)c1 | 12.1 | 2.2 | -48.5 | -0.2 | -0.8 | 0.8 | -0.1 | 8.7 | -0.2 | 1.7
COc1ccc(N2C(=O)CSC23CCCCC3)cc1 | 13.2 | 0.7 | -5.0 | i | -0.8 | / | -7.9 | -6.3 | 0.9 | 2.8
Cc1cc(NC(=O)CSc2n[nH]c(CC(C)C)n2)no1 | 9.7 | 0.6 | -7.0 | -5.6 | -0.1 | / | -0.8 | 1.0 | -0.7 | 8.6
O=C1c2ccccc2C(O)N1Cc1ccco1 (stereo not drawn) | 49.1 | 0.4 | -4.9 | -0.2 | -0.1 | 0.3 | 3.4 | 3.3 | 2.7 | -0.2
CC(=O)c1sc2nc(-c3cccs3)cc(C(F)(F)F)c2c1N | 2.9 | 5.8 | -9.1 | / | 15.5 | / | 13.3 | 0.8 | 1.6 | -37.4
O=C(O)c1ccc(S(=O)(=O)c2ccc3c(c2)C(=O)N(Cc2ccco2)C3=O)cc1 | 18.1 | -0.4 | -5.0 | i | -0.1 | / | -4.9 | 5.5 | 2.9 | 11.3
Cc1ccc(C(C2=C(O)CC(C)(C)CC2=O)C2C(=O)CC(C)(C)CC2=O)o1 (stereo not drawn) | 9.9 | 0.0 | -25.0&-17.5 | / | 0.2 | / | 4.1 | -1.4 | -1.1 | 5.3
O=C(CSc1nnnn1-c1ccc(Cl)cc1)N1CCc2ccccc2C1 | 15.3 | 1.8 | -6.1 | i | 0.8 | / | 1.5 | 20.9 | -5.3 | 1.4
Cc1ccc(CSc2ccc3nnc(-c4cccnc4)n3n2)cc1 | 32.8 | 2.0 | 7.3 | -0.4 | 0.3 | / | -8.0 | -7.1 | -1.7 | -13.8
O=C(Nc1nc2c(s1)CN(Cc1ccccc1)CC2)c1cccc(S(=O)(=O)N2CCc3ccccc32)c1 | 23.2 | 1.6 | -3.4 | -0.3 | 20.0 | / | 30.2* | 21.3 | -0.6 | -11.5
CS(=O)(=O)N(CC(=O)N1CCN(c2cccc(Cl)c2)CC1)c1cccc(F)c1 | -5.1 | 0.3 | -7.1 | i | 0.3 | / | -7.9 | 8.8 | 3.2 | 0.1
O=P(OC1CCCCC1)(OC1CCCCC1)C(O)c1ccc(Cl)cc1Cl (stereo not drawn) | 6.5 | 1.1 | -9.2 | / | 1.1 | / | -7.2 | 16.8 | 6.4 | -2.9
O=C(Nc1ccncc1)c1ccccc1-c1ccccc1 | -10.5 | / | -8.4 | -0.4 | -0.7 | 1.8 | -5.6 | 1.3 | -3.1 | 16.0
CCc1c(C)nc(N)nc1N1N=C1SC(C(C)=O)C(C)=O | 10.6 | 1.0 | 4.3 | -0.3 | 0.1 | 3.0 | -0.5 | -9.1 | -3.6 | -5.8
CCOC(=O)C1CCN(c2c(NCCCN3CCCCC3)c(=O)c2=O)CC1 | 16.5 | 0.1 | -5.3 | -0.2 | 1.1 | -0.1 | -1.5 | 2.1 | -0.5 | -4.4
COC(=O)c1ccccc1N(C)S(C)(=O)=O | 1.4 | 0.9 | -11.4 | / | 0.8 | / | 4.7 | 3.7 | -10.0 | 0.6
O=C1NCC(COc2ccc([N+](=O)[O-])cc2)O1 (stereo not drawn) | 12.5 | 0.2 | 10.2 | i | -0.6 | 0.5 | -1.0 | 7.0 | 5.5 | -10.5
Cc1ccc(NC(=O)CC2S/C(=N/c3nccs3)N(C)C2=O)c(C)c1 (stereo not drawn) | -0.2 | 0.4 | / | i | 0.8 | / | 1.9 | -3.9 | 9.1 | 5.5
COc1ccc(/C=C2\SC(=O)N(CCC(=O)Nc3ccc(S(=O)(=O)Nc4nccs4)cc3)C2=O)cc1 | 1.9 | 0.1 | 20.2 | -0.2 | -0.4 | / | -0.7 | 27.4 | -0.2 | 27.9
COC(=O)c1sccc1NC(=S)Nc1ccc(C)cc1 | -2.7 | -0.4 | -11.9 | -0.7 | -0.9 | 0.6 | -6.0 | -7.5 | -1.9 | -10.1
O=C(O)c1ccc(/C=C2\COc3ccccc3C2=O)cc1 | -15.9 | 6.1 | -17.1 | -0.2 | 3.1 | -6.3 | 0.0 | 0.5 | 1.9 | 13.8
CC1(C(=O)NS(=O)(=O)Cc2cccc(Cl)c2)CCN1C(=O)c1ccc(C2CCCCC2)cc1 (stereo not drawn) | / | / | / | 1.2 | -0.6 | 0.8 | 3.5 | 2.1 | / | -5.8
O=C(CSc1nc2ccccc2s1)NC1CCCc2ccccc21 (stereo not drawn) | 41.8 | 2.3 | -11.1 | -0.9 | -0.3 | / | 0.8 | -5.8 | 0.0 | 5.7
Cc1c(OCC(=O)N[C@@H](CSCc2ccccc2)C(=O)O)ccc2c3c(c(=O)oc12)CCC3 | 16.5 | -0.2 | -14.6 | -0.4 | -0.4 | -2.1 | 2.6 | 7.6 | -0.5 | -9.4
Cc1noc(C)c1C(=O)N1CCC(CO)(Cc2ccccc2)CC1 | 8.4 | -0.6 | -3.7 | -1.6 | 0.1 | 1.0 | 3.6 | 4.5 | 3.6 | 1.5
CCOc1ccc(NC(=O)Nc2cnccn2)cc1 | 18.4 | -1.2 | 7.9 | i | -0.1 | 0.2 | -3.7 | -8.7 | 5.5 | -9.6
CN(C)c1ccc2c3c(ccc(N(C)C)c13)COC2 | 17.4 | 0.9 | -2.5 | i | -0.3 | 0.0 | 5.5 | -1.8 | 3.7 | -9.2
CC(C)Cn1c(NCCO)nc2ccccc21 | 24.0 | 0.6 | -14.7 | -0.2 | 1.1 | / | -0.8 | -1.3 | -1.6 | -5.4

Taken from above.
Under Anthrax LF inh2, Cc1noc(C)c1C(=O)N1CCC(CO)(Cc2ccccc2)CC1 has the entry 3.6
Under PfHsp40 rescue, Cc1ccc(C(C2=C(O)CC(C)(C)CC2=O)C2C(=O)CC(C)(C)CC2=O)o1 (stereo not drawn) has the entry 0.0
Under BoNT A protease, Cc1ccc(CSc2ccc3nnc(-c4cccnc4)n3n2)cc1 has the entry 0.3
Under Anthrax LF inh2, COC(=O)c1sccc1NC(=S)Nc1ccc(C)cc1 has the entry -6.0
Under TcdB GH inh, O=C1NCC(COc2ccc([N+](=O)[O-])cc2)O1 (stereo not drawn) has the entry 0.5

Ordered by molecular weight (highest first): three of the compounds above.
mol | VHR inh abs | PfHsp40 rescue | PriA SSB inh | Vc quorum ag | BoNT A protease | TcdB GH inh | Anthrax LF inh2 | Y pestis TopoI | 3CLpro inhibitor | CCHFV vOTU inh
O=P(OC1CCCCC1)(OC1CCCCC1)C(O)c1ccc(Cl)cc1Cl (stereo not drawn) | 6.5 | 1.1 | -9.2 | / | 1.1 | / | -7.2 | 16.8 | 6.4 | -2.9
Cc1cc(NC(=O)CSc2n[nH]c(CC(C)C)n2)no1 | 9.7 | 0.6 | -7.0 | -5.6 | -0.1 | / | -0.8 | 1.0 | -0.7 | 8.6
CC(C)Cn1c(NCCO)nc2ccccc21 | 24.0 | 0.6 | -14.7 | -0.2 | 1.1 | / | -0.8 | -1.3 | -1.6 | -5.4

Next compounds:
mol | VHR inh abs | PfHsp40 rescue | PriA SSB inh | Vc quorum ag | BoNT A protease | TcdB GH inh | Anthrax LF inh2 | Y pestis TopoI | 3CLpro inhibitor | CCHFV vOTU inh
COC(=O)c1ccccc1NC(=O)CSc1nnnn1CC(=O)O | 3.0 | -1.4 | -7.5 | -0.1 | -0.3 | 0.0 | 0.3 | 3.9 | -1.0 | -0.1
CC(C)Cc1nc2oc3c(N4CCN(CCO)CC4)ncnc3c2c2c1CCCC2 | 11.9 | -0.4 | 1.1 | -0.4 | -0.5 | / | -2.5 | -0.1 | -0.4 | 1.1
CSc1nc(C)c(Cc2ccccc2)c(=O)[nH]1 | 38.0 | -0.2 | -4.9 | -0.2 | -0.7 | 0.6 | -4.2 | -2.2 | 3.4 | 0.7
C=CCn1c(C)nnc1SCC(=O)N1c2ccccc2NC(=O)C1(C)C | / | / | / | i | -0.7 | 1.2 | -12.1 | -4.9 | / | 5.5
O=C(CCc1ccccc1)Nc1ccc(S(=O)(=O)NC2=NCCCCC2)cc1 | / | -0.8 | -1.7 | 0.0 | / | 1.9 | / | 12.3 | / | -0.8
COc1ccccc1OCCSc1nc2ccccc2n1CC(=O)O | / | / | / | i | -0.1 | 0.7 | 0.4 | 2.0 | / | 2.5
COc1cccc(C(C(=O)NC2CCCCC2)N(CCN2CCOCC2)C(=O)C2COc3ccccc3O2)c1 (stereo not drawn) | 20.8 | -0.7 | 3.5 | -1.3 | -1.3 | / | -2.3 | 1.8 | 3.2 | -13.3
COc1ccc(C2CC(c3ccccc3)=NN2C(=O)CSc2nnnn2-c2cccc(C)c2)cc1 (stereo not drawn) | / | -1.3 | -2.3 | -0.3 | -1.2 | -0.8 | -10.4 | 5.2 | / | -15.7
CN(C)CCNS(=O)(=O)c1ccc2c3c(cccc13)C(=O)N2 | 47.0 | -0.3 | -11.9 | -0.5 | -4.2 | 0.5 | -2.2 | 4.6 | -6.8 | -126.8
CSc1c(-c2ccccn2)c(N)nn1C(=O)C1CCC1 | 18.6 | -1.3 | -11.0 | -0.7 | ? | 0.1 | -0.8 | -2.5 | 4.2 | -7.3
COc1ccccc1CCNC(=O)c1cccc(S(=O)(=O)N2CCc3ccccc3C2)c1 | / | 0.5 | -1.3 | -10.3 | -4.9 | 0.2 | -4.3 | -1.5 | / | 3.8
C=CCNC(=O)C1CCC(C(=O)NCC=C)CC1 (stereo not drawn) | 5.6 | -1.4 | -2.2 | -0.2 | -0.4 | 0.9 | 2.1 | -7.8 | 1.6 | 6.5
CC(C)(C)OC(=O)N[C@H](Cc1ccccc1)C(=O)N1CCC[C@@H]1C(=O)O | 20.7 | 1.2 | -8.4 | -0.8 | -0.1 | -0.9 | 2.1 | 2.8 | 1.0 | -0.8
CCOC(=O)c1c(C2CC2)csc1NC(C)=O | -12.1 | -1.5 | -16.3 | -0.6 | 0.5 | / | 0.0 | 23.6 | -0.2 | 8.0
COc1ccc(/C=C/c2c(-c3ccc(OC)cc3)oc3ccc(-c4ccc(OC)cc4)cc23)cc1 | 12.7 | -1.2 | 4.0 | -1.2 | -0.6 | 0.6 | -6.8 | -6.0 | -5.3 | -8.2
CCC(=O)Nc1cccc(-c2nnc(-c3ccccc3)o2)c1 | / | 0.6 | -9.6 | -0.4 | -0.1 | 0.9 | -3.8 | 6.3 | / | -8.7
CC(C)CNC(=O)c1ccccc1NC(=O)c1ccccc1N(C)S(C)(=O)=O | 3.3 | 0.6 | 6.5 | -0.8 | 0.2 | / | 1.3 | -7.7 | 2.4 | 10.5
COc1ccc(NC(=O)CN(c2cc(C)cc(C)c2)S(=O)(=O)c2c(C)noc2C)cc1 | 20.8 | 1.3 | -17.4 | -0.5 | -0.5 | -0.4 | -3.8 | 7.1 | -3.4 | 2.8
COc1ccc(CCNC(=O)CC2SC(=NCc3ccccc3OC)NC2=O)cc1 (stereo not drawn) | 14.7 | 0.2 | -3.6 | i | -2.3 | -0.3 | -4.3 | 1.6 | -3.5 | -19.1

An excerpt; count on the stated rates, not on these rows.
